VIM-2 inhibitor: inhibitors of Pseudomonas aeruginosa VIM-2 metallo-beta-lactamase; purified VIM-2, nitrocefin hydrolysis, epi-absorbance fluorescence; inhibition, % at 5.6 µM; actives 0.89% (n = 290,000); AID 1527;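 active = inhibition above the mean of all tested compounds plus 3 SD, cutoff set per screening run, cut at about 7.5% in these data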;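 also: red hydrolysis product quenches plate fluorescence so inhibitors raise well fluorescence; 0% = enzyme with DMSO and 100% = DMSO without enzyme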
NS3 helicase inh: HCV NS3 helicase inhibition; NS3 helicase DNA unwinding, Cy5 molecular beacon fluorescence; inhibition, % at 10.9 µM; actives 0.56% (n = 290,000);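 active = inhibition above the mean of all tested compounds plus 3 SD, set per campaign, cut at about 35% in these data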;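 also: 0% = DMSO wells and 100% = thioflavine S control wells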
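Test system: hepatitis C virus NS3 helicase domain fragment enzyme. Also added: annealed dual-labelled DNA beacon duplex, ATP-started. Timing: 60 min unwinding reaction at 25 °C after ATP addition. Technique: Cy5 fluorescence. Measure: % inhibition of unwinding.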
p-CIP stab down: compounds decreasing mouse p/CIP protein stability; decrease of EGFP signal, % at 10 µM; actives 0.01% (n = 290,000); F442A p/CIP-EGFP cells, EGFP fluorescence, 16 h; Q05BA5; AID 1984;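 active = EGFP signal decrease of at least 30% at 10 µM or well 3 SD below plate mean, unless failing retest; inactive = the rest, including hits failing retest or dose response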; also: some compounds called inactive have numbers as strong as hits; many of its hits are not listed in these tables
SUMO HTRF inh: SUMOylation inhibition; P63279; HTRF SUMOylation assay, SAE1/SAE2 + UBC9, in vitro; inhibition, % at 35 µM; actives 0.36% (n = 290,000); in the data active = inhibition above about 50%, passing the limit was not always enough; inconclusive = no clear call, values can overlap the other calls; also: strong numbers were not always called active
IMP-1 inh: inhibitors of Pseudomonas aeruginosa IMP-1 metallo-beta-lactamase. purified IMP-1, nitrocefin hydrolysis, epi-absorbance fluorescence. inhibition, % at 5.6 µM. actives 0.45% (n = 290,000). AID 1556;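 active = inhibition above the mean plus 3 SD of all compounds in the same screening run, cut at about 4.5% in these data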;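 also: 0% = IMP-1 with DMSO and 100% = DMSO wells lacking enzyme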
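System: purified IMP-1 / Input: IMP-1 dispensed at 0.2 nM / Medium: 50 mM HEPES pH 7.1, 50 µM ZnSO4, 0.05% Brij 35 / Timing: 15 min enzyme–compound preincubation, then 25 min nitrocefin reaction, 25 °C / Technique: plate fluorescence quenching by hydrolysis product, ex 480/em 530 nm / Repeats: singlicate testing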
GalR3 antag: human GalR3 antagonism | inhibition, % at 3 µM | HEK293 GalR3-CNG cAMP membrane potential fluorescence; galR3 body fused to GalR1 C-terminus | actives 0.44% (n = 360,000) | O60755;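 active = inhibition above the screen-wide average plus 3 SD, cut at about 13% in these data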;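 also: forskolin and galanin both at EC90 stimulate the cells; cAMP rise reported by CNG channel membrane potential dye signal; 0% = forskolin plus galanin with DMSO and 100% = forskolin alone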
CRFBP-R2 block: antagonists of CRF-binding protein/CRF-R2 receptor complex; HEK293 CRF-R2/CRF-BP, CRF-induced calcium fluorescence; actives 0.59% (n = 350,000); inhibition, % at 11.8 µM;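 active = inhibition of the ligand-induced calcium signal above about 50% at the single tested concentration, limit read from the data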
IDE inh: cellular human IDE inhibition. P14735. HEK cells, FAbetaB cleavage, fluorescence polarization. inhibition, % at 5.59 µM. actives 0.41% (n = 320,000);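 active = percent inhibition above the average of all tested compounds plus 3 SD, set per screening campaign, cut at about 16% in these data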;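 also: IDE supplied by intact live HEK cells; FP after avidin binding of uncleaved biotin substrate so inhibition keeps polarization high; 0% = DMSO wells and 100% = 60 µM reference IDE inhibitor Ii1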
Target sequence (P14735 whole entry, looked up): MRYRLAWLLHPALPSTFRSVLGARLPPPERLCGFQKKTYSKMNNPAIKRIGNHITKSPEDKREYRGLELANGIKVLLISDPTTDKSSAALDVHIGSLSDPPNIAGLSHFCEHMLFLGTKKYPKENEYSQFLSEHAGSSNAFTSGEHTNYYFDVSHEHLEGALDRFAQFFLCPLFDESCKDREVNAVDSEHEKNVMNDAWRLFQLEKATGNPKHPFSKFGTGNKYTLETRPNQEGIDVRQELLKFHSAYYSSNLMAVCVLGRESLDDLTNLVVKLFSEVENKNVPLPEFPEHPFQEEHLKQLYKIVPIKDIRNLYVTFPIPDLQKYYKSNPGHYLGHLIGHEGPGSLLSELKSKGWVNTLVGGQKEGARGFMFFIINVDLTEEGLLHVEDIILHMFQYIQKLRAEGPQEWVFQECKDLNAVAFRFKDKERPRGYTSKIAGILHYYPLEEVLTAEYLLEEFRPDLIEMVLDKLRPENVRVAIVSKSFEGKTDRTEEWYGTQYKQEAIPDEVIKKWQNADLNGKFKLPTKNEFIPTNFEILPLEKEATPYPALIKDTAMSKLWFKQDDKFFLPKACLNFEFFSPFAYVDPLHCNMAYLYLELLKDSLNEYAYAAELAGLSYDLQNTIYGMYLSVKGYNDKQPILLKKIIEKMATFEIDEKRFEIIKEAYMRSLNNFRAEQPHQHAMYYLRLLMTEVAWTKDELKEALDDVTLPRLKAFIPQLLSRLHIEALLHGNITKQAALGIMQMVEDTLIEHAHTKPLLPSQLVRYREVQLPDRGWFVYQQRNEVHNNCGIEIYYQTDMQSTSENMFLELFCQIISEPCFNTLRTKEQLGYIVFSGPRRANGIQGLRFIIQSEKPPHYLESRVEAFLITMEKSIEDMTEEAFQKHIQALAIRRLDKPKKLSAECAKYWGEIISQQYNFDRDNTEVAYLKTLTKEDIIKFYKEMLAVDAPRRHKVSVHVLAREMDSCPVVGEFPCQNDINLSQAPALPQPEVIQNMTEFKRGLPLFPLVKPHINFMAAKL
IDE act: IDE (human) activation, cell-based | P14735 | HEK cells, FAbeta-B cleavage, fluorescence polarization; 0% vehicle, 100% cell-free pure enzyme wells | activation, % at 5.96 µM | actives 0.073% (n = 340,000);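 active = activation above the mean of all tested compounds plus 3 SD, set per screening campaign, cut at about 17% in these data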
* hit, by the source's call; ? = inconclusive; . = no result given.

VIM-2 inhibitor	NS3 helicase inh	p-CIP stab down	SUMO HTRF inh	IMP-1 inh	GalR3 antag	CRFBP-R2 block	IDE inh	IDE act	SMILES
-0.7	0	-7	10	-2.1	2	4	6	-4	O=C(Nc1ccccc1Cl)c1ccc(-n2cccn2)c([N+](=O)[O-])c1
-4.4	3	7	-5	-2.8	-9	4	4	3	O=C(Nc1ccc2c(c1)OCCO2)C1CC(c2ccc(F)cc2)=NO1 (centres undefined)
-1.5	0	-25	3	-2.6	-4	-13	9	-1	Cc1cc(C)c2sc(NC(=O)C3=COCCO3)nc2c1
-6.0	-12	-7	-1	-4.1	-2	-1	2	6	CC(=O)Nc1ccc(S(=O)(=O)N2CCN=C2SCc2ccccc2C)cc1
-2.6	19	0	-2	-3.7	.	5	2	3	CC(C)C[C@H](NC(=O)OC(C)(C)C)C(=O)N[C@@H](CO)[C@H](O)[C@@H]1C[C@@H]1C(=O)N(C)C
1.9	4	0	4	-5.6	-6	-6	11	3	CCOc1nc(NCCO)nc(Nc2ccccc2F)n1
-1.4	-9	-7	16	2.2	-1	-13	6	8	COc1cc(/C=N/NC(=O)Cn2cnc3ccccc3c2=O)ccc1O
0.3	5	-6	-12	-1.1	-1	-12	-4	0	COc1cccc(/C(C#N)=C/c2c(-c3ccc(Cl)cc3)nc3c(C)cccn23)c1
0.7	5	-30	34	0.3	-4	-10	-2	5	Cc1ccc(N/C=C/c2onc(C)c2[N+](=O)[O-])cc1
1.3	25	-4	4	1.4	1	-6	-1	7	O=C(CCCCCNC(=O)N1CCn2c1nc1ccccc12)NCc1ccccc1
-1.0	-23	1	12	-3.6	-9	-8	1	4	CC(=O)Nc1ccc(C2CC(c3ccc(Cl)cc3)=NN2c2ccccc2)cc1 (centres undefined)
-5.5	-7	8	-18	-1.0	-1	-9	3	4	Oc1cc(NCc2cccnc2)ccc1-c1nc2ccccc2o1
-1.8	15	-5	7	-2.8	-11	6	7	-7	COc1ccc(C(=O)NCCNc2nc3ccc(C)cc3cc2C#N)cc1
-1.2	12	-12	10	-2.6	-8	8	10	-6	CC(=O)Oc1ccc(C(=O)[C@H]2[C@H]3C(=O)N(c4ccc(C)cc4C)C(=O)[C@H]3[C@@H]3C=CC=NN32)cc1
0.9	-2	6	15	-1.6	2	10	0	3	CCCN1CCN(C(=O)CS(=O)(=O)Cc2nc(-c3cccc(OC)c3)oc2C)CC1
-3.9	-7	-15	10	-3.7	-4	22	-5	-2	Cc1csc(Cn2c(CN(C)C)nc3ccccc3c2=O)n1
-2.1	6	2	17	2.2	-2	-3	3	0	Cc1oc2ccccc2c1-c1cn2c(n1)SCC2
-7.8	-6	-14	21	-1.0	-1	8	-2	5	O=C(Cn1nnc(-c2ccccc2Cl)n1)N/N=C/c1ccc2c(c1)OCO2
0.1	15	-74	-3	-0.1	-5	47	1	0	CC1(C)CC(=O)C(C2C3=C(CC(C)(C)CC3=O)Oc3c(Br)cc(Br)cc32)=C(O)C1 (centres undefined)
-2.1	11	-11	-10	-2.9	-1	6	6	-3	O=C(C1=C[C@H](c2ccc3c(c2)OCO3)C[C@H](OCCCCO)O1)N1CCN(Cc2ccc3c(c2)OCO3)CC1
-4.7	-2	-10	4	-0.8	-8	33	2	11	Fc1ccccc1NC(=S)NN(Cc1ccccc1)c1ccccc1
-2.8	1	-12	-4	-1.6	.	.	-1	.	O=C(Nc1cccc(CCc2ccccn2)c1)c1ccc(Cl)cc1
-1.1	-5	-2	-2	-3.5	-4	-23	3	7	O=C(COC(=O)c1n[nH]c2ccccc12)c1cccc(Br)c1
2.0	1	-14	32	-1.4	-7	0	6	-1	CCOC(=O)c1c(-c2ccccc2)nc2ccccn12
-1.8	-5	-5	12	-1.5	-3	-4	4	-2	Cc1ccc(N(Cc2cc(=O)[nH]c3ccccc23)C(=O)C(C)C)cc1
-2.9	3	8	11	-2.6	-5	10	6	4	N#C/C(=C(/O)c1cccs1)c1nnc2n1CCCCC2
-2.4	-5	-2	-2	-2.8	-5	-14	10	6	COc1cccc(/C=C/c2ccc3ccccc3n2)c1OC(C)=O
6.1	-30	-5	35	-4.1	-1	3	-1	-2	CCN1CCCC1CNC(=O)c1cc2c(-c3cccc(OC)c3)nn(C)c2s1 (centres undefined)
.	.	.	.	.	-4	0	1	4	Cc1nnc(SCC(=O)N(C2CCCCC2)C2CCS(=O)(=O)C2)n1N (centres undefined)
.	.	.	.	.	1	1	4	10	COc1ccccc1-c1nnc(-c2ccc(C)cc2)o1
-3.3	1	-15	10	-3.5	-3	2	-9	4	CC1(C)Cc2ccccc2-c2nnnn21
-1.6	-15	-19	-9	-2.7	-5	-6	0	3	O=C(NCc1ccccc1)C1=C[C@@H](c2csc3ccccc23)C[C@@H](OCc2ccc(CO)cc2)O1
-0.2	-2	-4	11	1.2	.	7	1	7	CCn1c(C(=O)N2CCC(C(=O)N3CCN(c4ccccn4)CC3)CC2)cc2sccc21
4.1	-8	-7	25	-2.0	1	-4	0	5	CC1CCCN(C(=O)c2cc3c(=O)n4ccccc4nc3s2)C1 (centres undefined)
3.5	-11	-7	-16	-0.6	-4	-3	-4	5	CCN(CC(=O)Nc1ccccc1OC)C(=O)CCc1ccccc1
-3.9	20	-10	13	-4.8	-2	-21	-3	1	COc1ccccc1C(OC(=O)c1cccs1)C(=O)NCc1ccco1 (centres undefined)
-1.3	-18	7	16	-2.1	-1	-7	-3	4	O=C(COc1ccc(/C=N/NS(=O)(=O)c2ccccc2)cc1)N1CCOCC1
-0.7	-7	-4	12	-2.3	-3	-12	0	-3	CC(Sc1ncc(C(F)(F)F)cc1Cl)C(=O)NC(N)=O (centres undefined)
.	.	.	.	.	0	-13	-3	-1	COc1cccc(NC(=O)CN(C)C(=O)c2ccc3c(c2)CC(c2ccccc2)OC3=O)c1 (centres undefined)
.	.	.	.	.	-6	5	-4	4	Cc1ccc(C(=O)NCC(=O)N2CCCCCCC2)cc1
1.3	6	28	-2	0.8	-3	0	5	5	Cc1cccc(C)c1OCc1cc(C(=O)N2CCCC2c2nonc2C)no1 (centres undefined)
.	.	.	.	.	-3	2	4	-1	Cn1c(SCC(=O)NC2CCS(=O)(=O)C2)nnc1-c1ccco1 (centres undefined)
1.1	35	-19	?	-1.1	.	-6	10	-13	O=C1CSC(=S)N1/N=C/c1ccc(O)c(O)c1O
0.7	-2	-3	15	-0.1	.	.	0	.	COc1ccc(Cl)cc1C(=O)Nc1nc2ccc(S(C)(=O)=O)cc2s1
-2.5	0	-1	10	-4.8	1	-19	-4	3	COC(=O)c1cc2ccsc2n1CC(=O)N(C)c1ccccc1

A second format for some results above.
molecule,VIM-2 inhibitor,NS3 helicase inh,p-CIP stab down,SUMO HTRF inh,IMP-1 inh,GalR3 antag,CRFBP-R2 block,IDE inh,IDE act
CC1CCCN(C(=O)c2cc3c(=O)n4ccccc4nc3s2)C1 (centres undefined),4.1,-8,-7,25,-2.0,1,-4,0,5
CC(Sc1ncc(C(F)(F)F)cc1Cl)C(=O)NC(N)=O (centres undefined),-0.7,-7,-4,12,-2.3,-3,-12,0,-3

Continuation:
VIM-2 inhibitor	NS3 helicase inh	p-CIP stab down	SUMO HTRF inh	IMP-1 inh	GalR3 antag	CRFBP-R2 block	IDE inh	IDE act	SMILES
-2.2	-3	-10	1	-0.1	-5	-10	-3	.	N#C/C(=C\c1ccc[nH]1)C(=O)N1CCCCC1
-5.4	3	-3	10	-5.0	-6	3	2	6	CCOC(=O)CN1CC23C=CC(O2)C(C(=O)NC2CCCCC2)C3C1=O (centres undefined)
-3.2	-17	12	3	-4.8	-1	46	2	0	CC(C)Cn1c(SCC(=O)N2CCN(S(=O)(=O)c3ccccc3)CC2)nc2ccccc21
-1.8	-15	-11	-5	-1.5	4	-20	-6	9	O=C(Nc1cccnc1)c1cc(-c2cccc(Br)c2)nc2ccccc12
1.0	0	-18	-8	-1.9	0	1	-2	2	CC1CCC(NC(=O)CC(NC(N)=O)c2ccccc2Cl)CC1 (centres undefined)
-1.5	-2	8	-3	-3.0	-4	-10	3	1	Cc1cc(NC(=O)CCC(=O)N(CC(=O)NC2CCCC2)c2ccc(Cl)c(Cl)c2)no1
.	.	.	.	.	-4	-7	0	3	COc1ccc(CC(=O)N2CCN(S(=O)(=O)c3ccc(Cl)s3)CC2)cc1
-2.1	-5	-4	14	-0.8	-4	8	0	3	O=c1c2ccccc2nnn1Cc1ccc(Br)cc1
-0.6	-4	-7	-21	-1.5	2	5	-1	0	CCOc1cc(NC(=S)NCCCOC)c(OCC)cc1NC(=O)c1cccs1
-1.9	10	-6	2	-2.7	0	14	5	0	CCC(C)(C)NC(=O)c1ccccc1Oc1ccccc1
0.6	-4	5	-5	-1.0	-6	4	5	4	CCSc1ccccc1C(=O)N1CCN(c2ccc([N+](=O)[O-])cc2)CC1
-1.2	4	-14	14	-1.9	-2	-5	0	7	COc1ccccc1NC(=O)CCN1CC(C)OC(C)C1 (centres undefined)
-1.8	21	1	12	-1.5	-6	-1	-2	0	COc1ccccc1NC(=O)C1=C(C)NC(SCC(=O)Nc2ccc(C(=O)O)cc2)=C(C#N)C1c1cccs1 (centres undefined)
-2.8	0	-4	1	-0.9	-3	-14	1	3	O=C(CCC1CCCCC1)Nc1ncn[nH]1
-1.7	-2	-12	17	-2.0	-5	-26	2	2	CCCCC(=O)OCCNC(=O)c1cc2ccccc2oc1=O
-1.8	14	-9	-26	-1.1	-8	-1	4	5	COn1c(=O)c(-c2ccc(C)cc2)[n+]([O-])c2ccccc21
0.1	-2	-10	6	-4.2	-5	-15	0	1	CCOC(=O)c1c(N)c(C#N)c2n1CCCCC2
-4.2	6	-12	-10	-3.6	-3	14	10	1	O=C(Nc1ccccc1N1CCCC1)c1ccccc1F
-1.9	-7	-6	3	-1.7	-8	7	-2	6	COc1ccc(C(=O)/C(=C/c2cccs2)c2nc3ccccc3o2)cc1
-0.5	-2	-1	7	-3.5	4	18	-2	-2	CNC(=O)CC12CC3CC(CC(C3)C1)C2
-1.9	1	-12	15	-1.8	.	-34	-1	3	O=C(CCN1CCC(c2ccccc2)C1)c1ccccc1 (centres undefined)
3.2	-6	0	0	-1.2	-1	6	7	73*	O=[N+]([O-])c1cccc(Cl)c1NCCNc1ncc(C(F)(F)F)cc1Cl
-1.0	5	2	8	-1.1	0	-11	3	-2	Cc1cc(NC(=O)CSc2nnc(-c3cccnc3)n2Cc2ccccc2)no1
0.2	6	-14	-4	-0.1	-1	7	-4	2	O=S1(=O)CCC(NC(=S)N2CCCCCC2)C1 (centres undefined)
-2.2	-6	7	29	-4.6	-4	0	2	3	FCCCOc1ccc(-c2ccnc3ncnn23)cc1

Single records, from the list above. Values in the order: VIM-2 inhibitor	NS3 helicase inh	p-CIP stab down	SUMO HTRF inh	IMP-1 inh	GalR3 antag	CRFBP-R2 block	IDE inh	IDE act
FCCCOc1ccc(-c2ccnc3ncnn23)cc1 as listed: -2.2	-6	7	29	-4.6	-4	0	2	3
O=[N+]([O-])c1cccc(Cl)c1NCCNc1ncc(C(F)(F)F)cc1Cl as listed: 3.2	-6	0	0	-1.2	-1	6	7	73*
Cc1cc(NC(=O)CSc2nnc(-c3cccnc3)n2Cc2ccccc2)no1 as listed: -1.0	5	2	8	-1.1	0	-11	3	-2
